PfHsp90 set2: growth inhibition of yeast expressing Plasmodium Hsp90; 310,000 tested, 0.32% active; AID 504621; inhibition, % at 9.4 µM; S. cerevisiae expressing PfHsp90, BacTiter-Glo ATP, 48 h; yeast lacking PDR1 and PDR3 efflux regulators;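 active means every replicate shows inhibition above about 80%, whatever the replicate mean, limit read from the data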;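 further: 0% = DMSO neutral controls and 100% = 20 µM radicicol positive controls; yeast relying on Plasmodium falciparum Hsp90 in place of its own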
cardiac RTF act: increases calcium sensitivity of human cardiac regulated thin filaments; P19429+P45379; IANBD-labeled TnC RTF fluorescence at EC20 calcium; 0% EC20 calcium, 100% full calcium; activation, % at 7.2 µM; 340,000 tested, 0.24% active; AID 493008;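 active means activation above the mean over all tested compounds plus 3 SD, cut at about 30% in these data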;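 further: rise in fluorescence read as greater calcium sensitivity of cardiac thin filaments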
Keap1-Nrf2 PPI: inhibitors of human Keap1-Nrf2 protein-protein interaction; Q14145; Keap1 Kelch-Nrf2 peptide fluorescence polarization, 1536-well; inhibition, % at 9.4 µM; 340,000 tested, 0.15% active; in the data active means inhibition above about 12%;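 further: human Keap1 Kelch domain with fluorescein labeled Nrf2 9mer peptide probe; 0% = neutral control wells and 100% = peptide positive control; higher means more block of Keap1 binding to Nrf2 peptide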
Mot1-301 SUMO: SUMOylation pathway inhibition by Mot1-301 growth rescue. S. cerevisiae Mot1-301 growth rescue, ATP luminescence, 38.5C; percent above DMSO median, 100 means doubled. growth rescue, % at 18.8 µM. 320,000 tested, 1% active. AID 2716;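 active means every valid replicate shows activation above 250% relative to neutral control wells; inactive means the rest, any valid replicate at or below 250%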;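 further: OY570 slx delta 5 strain wells were the positive control but not used for scaling; some compounds called inactive have numbers as strong as hits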
CDK5 inh: inhibitors of human CDK5/p35 kinase; 330,000 tested, 0.01% active; inhibition, % at 10 µM; Recombinant CDK5/p35, ADP-Glo luminescence, 60 min;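 active means highest replicate inhibition of at least 50% and at least 75% of replicates reaching 50%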;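 further: plate controls were DMSO neutral control for no effect and GW8510 at 10 µM for full effect; many of its hits are not listed in these tables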
Rtt109 Vps75: blocks Candida albicans Rtt109/Vps75 acetyltransferase activity | purified Rtt109/Vps75, ThioGlo CoA-SH fluorescence, 4 h | Q5AAJ8 | AID 540336 | inhibition, % at 34.9 µM | 330,000 tested, 0.16% active;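 active means inhibition of at least 50% in every replicate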
Target sequence (Q5AAJ8 whole entry, looked up): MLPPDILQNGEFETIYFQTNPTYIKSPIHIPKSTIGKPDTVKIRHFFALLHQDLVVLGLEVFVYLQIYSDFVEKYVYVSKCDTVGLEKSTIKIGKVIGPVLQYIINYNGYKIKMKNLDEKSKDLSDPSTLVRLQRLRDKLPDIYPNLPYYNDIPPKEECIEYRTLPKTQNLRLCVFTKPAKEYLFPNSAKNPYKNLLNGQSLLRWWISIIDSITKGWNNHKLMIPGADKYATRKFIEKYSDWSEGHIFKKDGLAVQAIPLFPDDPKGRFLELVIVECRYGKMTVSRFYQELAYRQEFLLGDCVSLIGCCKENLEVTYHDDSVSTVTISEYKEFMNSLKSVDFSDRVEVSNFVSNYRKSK
Cardiac RTF inh: cardiac RTF calcium desensitization; IANBD-labeled cardiac RTF, Ca2+ fluorescence; inhibition, % at 7.15 µM; 340,000 tested, 0.12% active; AID 493244;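 active means inhibition above the mean inhibition of all tested compounds plus 3 SD, cut at about 17% in these data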;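 further: assay run at fixed EC70 calcium of 1.6 mM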
dFosB act: mouse delta FosB homodimer activation; AID 493131; P13346; 340,000 tested, 0.99% active; purified delta FosB, TAMRA-CDK5 oligo fluorescence polarization; percent of positive-control signal above neutral wells; activation, % at 25 µM;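 active means mean activation above about 17%, with every replicate also reaching it, limit read from the data, passing the limit was not always enough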;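 further: fluorescence polarization rise as delta FosB binds a TAMRA Cdk5 AP-1 oligo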
Target sequence (P13346 whole entry, looked up): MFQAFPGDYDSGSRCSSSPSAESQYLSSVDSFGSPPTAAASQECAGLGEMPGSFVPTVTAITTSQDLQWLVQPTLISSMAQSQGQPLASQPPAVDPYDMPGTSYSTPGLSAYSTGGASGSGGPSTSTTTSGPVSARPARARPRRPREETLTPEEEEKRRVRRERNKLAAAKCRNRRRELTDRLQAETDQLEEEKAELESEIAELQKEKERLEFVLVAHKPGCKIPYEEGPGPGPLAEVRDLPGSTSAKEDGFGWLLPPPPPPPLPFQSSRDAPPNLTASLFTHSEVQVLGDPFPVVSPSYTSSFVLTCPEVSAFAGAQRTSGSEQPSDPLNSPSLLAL
NSD2 HMT inh: NSD2 (human) methyltransferase inhibition; inhibition, % at 12.5 µM; 310,000 tested, 0.54% active; O96028; AID 743445; NSD2 peptide methylation, AlphaScreen, 120 min; in the data active means inhibition above about 50%
PvdQ inh: blocks Pseudomonas aeruginosa PvdQ acylase activity. purified PvdQ acylase, fluorescence plate reader. inhibition, % at 10 µM. 340,000 tested, 0.063% active. AID 488965; in the data active means inhibition above about 30%, passing the limit was not always enough;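 further: 0% = vehicle neutral wells and 100% = reference inhibitor wells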
C-LANA FP: KSHV C-LANA DNA binding inhibition | MBP-C-LANA/FAM-LBS DNA binding, fluorescence polarization | inhibition, % at 9 µM | 340,000 tested, 0.078% active | AID 504423;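 active means highest replicate inhibition at or above 60% at 9 µM, even if other replicates fall short; inactive means all replicates below 60% inhibition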;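 further: 0% = neutral control wells and 100% = 4 µM acridine orange control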
Numbers without * were called inactive.

CN1CCN(C(=O)c2ccc(CS(=O)(=O)c3c(Cl)cccc3Cl)o2)CC1 was read as PfHsp90 set2 1, cardiac RTF act 0, Keap1-Nrf2 PPI 1, Mot1-301 SUMO -14, CDK5 inh -0.4, Rtt109 Vps75 10, Cardiac RTF inh 0, dFosB act -2, PvdQ inh 5 and C-LANA FP 1.7.
Screening Cn1c(SCC(=O)NCc2ccccc2)nc2ccccc21 returned PfHsp90 set2 -2, cardiac RTF act 4, Keap1-Nrf2 PPI -1, Mot1-301 SUMO -5, CDK5 inh -2.7, Rtt109 Vps75 -3, Cardiac RTF inh -8, dFosB act -3, NSD2 HMT inh -4, PvdQ inh -5 and C-LANA FP -0.6.
`Cc1ccc(S(=O)(=O)N2CCC(N3CCCCCC3)CC2)cc1` gave PfHsp90 set2 12, cardiac RTF act 8, Keap1-Nrf2 PPI -5, Mot1-301 SUMO 7, CDK5 inh -0.2, Rtt109 Vps75 -3, Cardiac RTF inh -3, dFosB act 4, NSD2 HMT inh 5, PvdQ inh -12 and C-LANA FP -0.6.
For Cn1c(CNC(=O)Nc2ccccc2Cl)nnc1SCc1ccccc1 the results were PfHsp90 set2 28, cardiac RTF act 7, Keap1-Nrf2 PPI -2, Mot1-301 SUMO -3, CDK5 inh -1.9, Rtt109 Vps75 -1, Cardiac RTF inh -5, dFosB act -12, NSD2 HMT inh -2, PvdQ inh -2 and C-LANA FP 2.0.
`CCOC(=O)c1ccc(NCc2nc3ccccc3[nH]2)cc1` gave PfHsp90 set2 17, cardiac RTF act 1, Keap1-Nrf2 PPI -6, Mot1-301 SUMO -17, CDK5 inh 1.7, Rtt109 Vps75 -9, Cardiac RTF inh -1, dFosB act -1, PvdQ inh -12 and C-LANA FP -1.1.
For COc1ccc(NC(=O)C2CCC(=O)N2C(=O)OCc2ccccc2)cc1 (stereo not given) the results were PfHsp90 set2 -1, cardiac RTF act 0, Keap1-Nrf2 PPI 2, Mot1-301 SUMO -6, CDK5 inh 1.7, Rtt109 Vps75 -3, Cardiac RTF inh -5, dFosB act -2, NSD2 HMT inh 6, PvdQ inh -1 and C-LANA FP -0.3.
Screening COc1cc(O)c(C(CCN2CCOCC2)c2ccc3c(c2)OCO3)c(OC)c1 (stereo not given) returned PfHsp90 set2 3, cardiac RTF act 2, Keap1-Nrf2 PPI -4, Mot1-301 SUMO 18, CDK5 inh 1.0, Rtt109 Vps75 3, Cardiac RTF inh -11, dFosB act 5, PvdQ inh -7 and C-LANA FP 1.6.
Cc1cc(C)cc(C(=O)N/N=C/c2ccoc2)c1 was read as PfHsp90 set2 1, cardiac RTF act 5, Keap1-Nrf2 PPI 5, Mot1-301 SUMO -8, CDK5 inh -1.5, Rtt109 Vps75 0, Cardiac RTF inh 0, dFosB act -8, NSD2 HMT inh -2, PvdQ inh -11 and C-LANA FP 0.2.
Screening Nc1ccccc1Sc1ccc(C(=O)c2ccccc2C(=O)O)cc1[N+](=O)[O-] returned PfHsp90 set2 -10, cardiac RTF act 1, Keap1-Nrf2 PPI -7, Mot1-301 SUMO -1, CDK5 inh 0.5, Rtt109 Vps75 43, Cardiac RTF inh -6, dFosB act -5, NSD2 HMT inh 5, PvdQ inh -3 and C-LANA FP 1.5.
For NC(=O)CSc1nc2c(sc3ccccc32)c(=O)n1CCCC(=O)NCC1CCCO1 (stereo not given) the results were PfHsp90 set2 -4, cardiac RTF act 1, Keap1-Nrf2 PPI 1, Mot1-301 SUMO -7, CDK5 inh -0.2, Rtt109 Vps75 -4, Cardiac RTF inh -4, dFosB act -7, NSD2 HMT inh -18, PvdQ inh 4 and C-LANA FP -0.9.
Cn1cc(C2CC(c3ccccc3)=NN2C(=O)c2ccccc2)c2ccccc21 (stereo not given) was read as PfHsp90 set2 -28, cardiac RTF act 5, Keap1-Nrf2 PPI 3, Mot1-301 SUMO -3, CDK5 inh 0.7, Rtt109 Vps75 -1, Cardiac RTF inh -10, dFosB act -4, NSD2 HMT inh -1, PvdQ inh -1 and C-LANA FP -1.8.
`Cc1c(OCC(=O)NC(Cc2ccc(Cl)cc2)C(=O)O)ccc2c3c(c(=O)oc12)CCC3` (stereo not given) gave PfHsp90 set2 9, cardiac RTF act 5, Keap1-Nrf2 PPI -6, Mot1-301 SUMO 2, CDK5 inh 1.2, Rtt109 Vps75 17, Cardiac RTF inh -2, dFosB act 3, PvdQ inh 10 and C-LANA FP 0.2.
O=C1C2C3C=CC(CC3)C2C(=O)N1c1cccc(C(F)(F)F)c1 (stereo not given) was read as PfHsp90 set2 -4, cardiac RTF act -4, Keap1-Nrf2 PPI 0, Mot1-301 SUMO -30, CDK5 inh 2.4, Rtt109 Vps75 2, Cardiac RTF inh 0, dFosB act 5, NSD2 HMT inh -1, PvdQ inh 7 and C-LANA FP 2.5.
Screening O=C(Nc1nc2ccccc2n1CCN1CCOCC1)c1ccccc1 returned PfHsp90 set2 11, cardiac RTF act -3, Keap1-Nrf2 PPI 4, Mot1-301 SUMO 14, CDK5 inh 0.2, Rtt109 Vps75 2, Cardiac RTF inh 4, dFosB act 2, NSD2 HMT inh 35, PvdQ inh 7 and C-LANA FP -1.0.
`CCC1=Nc2cc(C(=O)NCC3CCCO3)ccc2Sc2ccc(Br)cc21` (stereo not given) gave PfHsp90 set2 19, cardiac RTF act 1, Keap1-Nrf2 PPI 0, Mot1-301 SUMO -5, CDK5 inh -1.3, Rtt109 Vps75 1, Cardiac RTF inh -11, dFosB act -9, PvdQ inh 13 and C-LANA FP -0.6.
Screening COc1cccc(C=Nc2ccc3c(c2)CCC3)c1O returned PfHsp90 set2 -4, cardiac RTF act -10, Keap1-Nrf2 PPI -3, Mot1-301 SUMO -10, CDK5 inh 0.4, Rtt109 Vps75 0, Cardiac RTF inh 1, dFosB act 7, PvdQ inh 5 and C-LANA FP -0.4.
CCCCN1CCCCC1C(=O)Nc1c(C)cccc1C (stereo not given) was read as PfHsp90 set2 -4, cardiac RTF act 10, Keap1-Nrf2 PPI -7, Mot1-301 SUMO 144, CDK5 inh 0.0, Rtt109 Vps75 7, Cardiac RTF inh -25, dFosB act -4, PvdQ inh -20 and C-LANA FP 0.1.
Screening Cn1c(OCc2cccnc2)nc2c1c(=O)n(Cc1ccccc1)c(=O)n2C returned cardiac RTF act 0, Keap1-Nrf2 PPI -4, Mot1-301 SUMO 1, CDK5 inh 0.7, Rtt109 Vps75 -7, Cardiac RTF inh -6, dFosB act -5, NSD2 HMT inh 22, PvdQ inh -14 and C-LANA FP -1.9.
Screening COCCCNCCCCSc1ccc(Cl)cc1 returned PfHsp90 set2 -7, cardiac RTF act 1, Keap1-Nrf2 PPI -1, CDK5 inh -0.9, Rtt109 Vps75 -3, Cardiac RTF inh -10, dFosB act -5, NSD2 HMT inh 6, PvdQ inh -2 and C-LANA FP 0.9.
For CC(C)(C)OC(=O)N[C@@H](Cc1ccccc1)C(=O)N1CCC(C(=O)N[C@@H](Cc2c[nH]c3ccccc23)C(=O)O)CC1 the results were PfHsp90 set2 -4, cardiac RTF act -2, Keap1-Nrf2 PPI -3, Mot1-301 SUMO 2, CDK5 inh -0.2, Rtt109 Vps75 0, Cardiac RTF inh -5, dFosB act 2, NSD2 HMT inh 2, PvdQ inh 1 and C-LANA FP -2.2.
Cc1cc(NC(=O)c2ccc(Br)c(S(=O)(=O)N3CCCC3)c2)no1 was read as cardiac RTF act 0, Keap1-Nrf2 PPI 1, Mot1-301 SUMO 9, CDK5 inh 0.0, Rtt109 Vps75 -10, Cardiac RTF inh 2, dFosB act 1, PvdQ inh -1 and C-LANA FP -3.2.
For CSc1cccc(CN2CCCC(CO)(Cc3cccc(Cl)c3)C2)c1 (stereo not given) the results were PfHsp90 set2 -8, cardiac RTF act -2, Keap1-Nrf2 PPI -4, Mot1-301 SUMO -7, CDK5 inh -1.4, Rtt109 Vps75 0, Cardiac RTF inh 0, dFosB act -5, NSD2 HMT inh -3, PvdQ inh -9 and C-LANA FP -2.7.
CC(Sc1nc2c(c(=O)[nH]1)CCCC2)C(=O)Nc1ccccc1C#N (stereo not given) was read as PfHsp90 set2 -31, cardiac RTF act -6, Keap1-Nrf2 PPI -5, Mot1-301 SUMO 323, CDK5 inh 0.1, Rtt109 Vps75 -13, Cardiac RTF inh -17, dFosB act -3, NSD2 HMT inh 2, PvdQ inh -11 and C-LANA FP 1.6.
For COc1ccc(NS(=O)(=O)c2ccc(N3CCOCC3)c(NC(=O)c3cccc(F)c3)c2)cc1 the results were PfHsp90 set2 -10, cardiac RTF act 0, Keap1-Nrf2 PPI -1, Mot1-301 SUMO -13, CDK5 inh -0.6, Rtt109 Vps75 3, Cardiac RTF inh 5, dFosB act -4, NSD2 HMT inh 10, PvdQ inh -12 and C-LANA FP -2.6.
Screening C=CCN1c2ccccc2[C@]23C[C@@H](C(=O)OC)N(C(=O)NC4CCCC4)C2=NC(C(=O)OC)=C(C(=O)OC)[C@H]13 returned PfHsp90 set2 2, cardiac RTF act -2, Keap1-Nrf2 PPI -1, Mot1-301 SUMO -1, CDK5 inh -1.0, Rtt109 Vps75 -4, Cardiac RTF inh -2, dFosB act 3, PvdQ inh -13 and C-LANA FP -3.0.
For O=C(CN1CCc2ccccc21)NC(=O)NC1CCCCC1 the results were PfHsp90 set2 9, cardiac RTF act -2, Keap1-Nrf2 PPI -3, Mot1-301 SUMO 239, CDK5 inh 2.2, Rtt109 Vps75 -6, Cardiac RTF inh 6, dFosB act -4, PvdQ inh 8 and C-LANA FP -3.8.
`COc1ccc(NC(C)=[N+](C)CCNS(=O)(=O)c2ccc(Cl)cc2)cc1Cl` gave PfHsp90 set2 -29, cardiac RTF act 8, Keap1-Nrf2 PPI 3, Mot1-301 SUMO -4, CDK5 inh 0.2, Rtt109 Vps75 2, Cardiac RTF inh -7, dFosB act -2, NSD2 HMT inh 0, PvdQ inh -13 and C-LANA FP 2.0.
Screening Cc1ccccc1S(=O)(=O)c1c(C)cc(C)n(C(C)C)c1=O returned PfHsp90 set2 -18, cardiac RTF act -5, Keap1-Nrf2 PPI -2, Mot1-301 SUMO -12, CDK5 inh -2.2, Rtt109 Vps75 -2, Cardiac RTF inh 4, dFosB act -2, NSD2 HMT inh -3, PvdQ inh -6 and C-LANA FP -1.0.
`COc1ccc(-n2nc(C(=O)NCC(=O)N3CC(C)CC(C)C3)c3ccccc3c2=O)cc1OC` (stereo not given) gave PfHsp90 set2 6, cardiac RTF act 14, Keap1-Nrf2 PPI -2, Mot1-301 SUMO -3, CDK5 inh -0.5, Rtt109 Vps75 -5, Cardiac RTF inh -14, dFosB act -23, NSD2 HMT inh -9, PvdQ inh -15 and C-LANA FP -0.6.

Screens from PubChem BioAssay.
